# ABHD4 inh – ABHD4 inhibitors, primary screen, biochemical, fluorescence polarization, mouse; inhibition, % at 8.92 µM; hit rate 0.54% among 370,000; purified mABHD4, FP-Rh probe fluorescence polarization;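 active = inhibition exceeding the mean over every tested compound plus 3 SD, cut at about 30% in these data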;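 also: 0% = plate median of compound wells and 100% = S159A mutant with DMSO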
#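 Test system: mABHD4 protein; Read-out basis: % inhibition; Incubation: 45 min + 60 min at 25 °C; Repeats: single replicate; Technique: fluorescence polarization with parallel and perpendicular emission, 525/598 nm; Compound: 8.92 µM, single dose; Benchmarks: full inhibition S159A mutant plus DMSO, zero as sample-well median.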
# PRMT1 inh – PRMT1 methyltransferase inhibitors, primary screen, biochemical, fluorescence polarization; Protein arginine N-methyltransferase 1 (Homo sapiens), Q99873; recombinant PRMT1, activity-based probe fluorescence polarization; hit rate 1.3% among 370,000; inhibition, % at 2.79 µM;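 active = inhibition above about 21% made by adding two undisclosed values, limit read from the data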
# rCAG RNA binder – binders of r(CAG) RNA repeats, primary screen, biochemical, fluorescence. r(CAG) RNA repeat, TO-PRO-1 dye displacement fluorescence. inhibition, % at 3 µM. hit rate 1.3% among 370,000. AID 651821, 2012;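 active = inhibition above the plate cutoff, the mean of all test compounds on that plate plus 3 SD, cut at about 35% in these data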;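 also: 0% = DMSO alone and 100% = 100 µM mitoxantrone as full dye displacement; higher means more dye released from RNA so lower well fluorescence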
# SIAE primary – human SIAE inhibitors, primary screen, biochemical, fluorescence polarization, FP-Rh probe, 1536-well HTS. Sialate O-acetylesterase (Homo sapiens), Q9HAT2. SIAE FP-Rh probe binding. inhibition, % at 9.66 µM. hit rate 0.69% among 370,000;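 active = inhibition above a cutoff: mean of compounds within the control limits plus 3 SD of those, cut at about 17% in these data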;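 also: 0% = plate median of compound wells and 100% = probe without SIAE protein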
# LEDGF integ inh – blockers of LEDGF/p75-dependent integrase strand transfer – biochemical, TR-FRET, high throughput, primary screen; HIV-1 integrase (with human LEDGF/p75); TR-FRET IN-LEDGF/p75 DNA integration, Eu/Cy5; hit rate 0.64% among 370,000; inhibition, % at 3.7 µM; AID 743269, 2014;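 active = inhibition above the screen-wide mean plus 3 SD, cut at about 13% in these data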;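 also: signal is the Cy5 over europium emission ratio at 671 and 618 nm; 0% = plate median of compound wells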
# TDP2 inh – human TDP2 enzyme inhibitors, primary screen, biochemical, epi absorbance, recombinant enzyme | inhibition, % at 12.8 µM | T5PNP hydrolysis, p-nitrophenol absorbance 415 nm | hit rate 0.34% among 370,000 | Tyrosyl-DNA phosphodiesterase 2 (Homo sapiens), O95551 | AID 720702, 2013;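 active = inhibition above the mean of all tested compounds plus 3 SD, set per campaign, cut at about 25% in these data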;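 also: 0% = DMSO with enzyme and 100% = buffer with substrate but no TDP2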
#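 Assay system: recombinant human TDP2 / Reagent: T5PNP substrate at 5 mM, a TopII-DNA adduct mimic / Measured by: epi absorbance from released p-nitrophenol / Evaluation: % inhibition relative to enzyme-containing and enzyme-free wells / Control set: enzyme-free and DMSO wells / Replicates: each compound tested once, singlicate / Schedule: enzyme reaction with compound for 2 h at 37 °C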
# HTRA1 inhibitor – HTRA1 serine protease inhibitors, primary screen, biochemical, fluorescence polarization, HTS; Q92743; recombinant HTRA1, FP-rhodamine activity-based probe; inhibition, % at 5.96 µM; hit rate 0.5% among 340,000; AID 504803, 2011; in the data active = inhibition above about 36%;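 also: 0% = enzyme with DMSO and 100% = wells lacking enzyme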
# Target sequence (Q92743 whole entry, looked up): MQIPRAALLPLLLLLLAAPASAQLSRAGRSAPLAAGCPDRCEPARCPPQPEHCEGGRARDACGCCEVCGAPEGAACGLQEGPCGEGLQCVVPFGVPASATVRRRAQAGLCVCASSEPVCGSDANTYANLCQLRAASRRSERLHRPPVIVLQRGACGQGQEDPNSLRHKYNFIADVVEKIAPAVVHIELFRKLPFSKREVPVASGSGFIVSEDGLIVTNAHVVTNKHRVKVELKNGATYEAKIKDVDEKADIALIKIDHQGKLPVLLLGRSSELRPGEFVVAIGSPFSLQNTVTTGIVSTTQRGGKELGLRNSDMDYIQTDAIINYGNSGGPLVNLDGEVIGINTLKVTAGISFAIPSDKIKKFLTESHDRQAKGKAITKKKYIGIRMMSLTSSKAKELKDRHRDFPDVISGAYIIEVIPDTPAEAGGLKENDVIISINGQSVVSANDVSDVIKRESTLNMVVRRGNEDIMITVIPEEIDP
# NPR2 activator – human GC-B receptor activators, primary screen, HEK293 GC-B cells, cGMP TR-FRET, EC30 CNP | Atrial natriuretic peptide receptor 2 (Homo sapiens), P20594 | 0% at EC30 CNP, 100% saturating CNP | activation, % at 10 µM | hit rate 0.11% among 370,000;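 active = activation at 10 µM reaching about 35% in either raw or pattern-adjusted values, limit read from the data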
# MBD2 inh – inhibitors of MBD2 binding to methylated DNA, primary screen, biochemical, TR-FRET, DNA-binding domain, human; MBD2 binding to methylated oligonucleotide; inhibition, % at 4.4 µM; hit rate 0.31% among 370,000; AID 686964, 2013; in the data active = inhibition above about 13%
# Target sequence (Q9UBB5 whole entry, looked up, the tested form may be a part): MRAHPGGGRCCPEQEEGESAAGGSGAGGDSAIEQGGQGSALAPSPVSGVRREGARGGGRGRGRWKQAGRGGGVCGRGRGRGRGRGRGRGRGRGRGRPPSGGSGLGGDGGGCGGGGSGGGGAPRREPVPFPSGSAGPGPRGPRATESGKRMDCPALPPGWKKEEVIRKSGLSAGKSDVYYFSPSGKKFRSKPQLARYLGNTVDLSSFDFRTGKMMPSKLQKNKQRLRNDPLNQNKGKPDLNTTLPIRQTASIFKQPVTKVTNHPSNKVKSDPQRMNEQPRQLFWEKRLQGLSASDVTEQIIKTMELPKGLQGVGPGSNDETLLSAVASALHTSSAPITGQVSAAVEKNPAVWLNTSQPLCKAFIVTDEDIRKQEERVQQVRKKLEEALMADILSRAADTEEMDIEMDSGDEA
# TCR CD3 inh – inhibitors of human TCR-CD3 interaction, primary screen, biochemical, fluorescence, TAMRA-labeled TCR probe; T-cell receptor (TCR); inhibition, % at 9.4 µM; hit rate 0.37% among 360,000; in the data active = inhibition above about 19%;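 also: recombinant mutant TCR 2C K166C tagged with TAMRA read by polarization; 0% = receptor in buffer alone and 100% = receptor with positive control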
# * hit, by the source's call; . = not tested or not shown. An excerpt; the hit share may differ from the screen's.
SMILES,ABHD4 inh,PRMT1 inh,rCAG RNA binder,SIAE primary,LEDGF integ inh,TDP2 inh,HTRA1 inhibitor,NPR2 activator,MBD2 inh,TCR CD3 inh
COC(=O)c1cn(NC(=O)/C=C/c2cccc(OC)c2OC)c(=O)c2ccccc12,-5.2,-3.2,1.1,-10.6,1.8,-5.3,.,4.4,3.6,-0.9
COc1cc2c(cc1NC(=O)c1cc(-c3ccccn3)nc3ccccc13)oc1ccccc12,1.7,2.6,-4.1,-2.2,-9.4,-14.5,3.3,3.3,1.2,-9.1
Clc1ccc(C2=Nn3c(nnc3-c3cc(-c4ccccc4)n[nH]3)SC2)cc1,-20.3,1.2,9.4,-15.4,-2.0,-8.4,-61.0,4.7,6.4,1.4
Cc1cccc(NC(=O)C(=O)NNC(=O)c2ccc(C(C)(C)C)cc2)c1,-4.1,-0.2,5.1,-2.6,2.8,2.5,-2.7,0.7,1.4,0.5
CCCC(C)C(=O)Nc1ccc(S(N)(=O)=O)cc1 (stereo unspecified),-0.9,-0.2,3.7,-1.7,-0.8,-7.3,-6.4,3.6,-3.4,2.7
COc1ccc2sc(-c3ccc(SC)cc3)c(-c3ccc(O)cc3)c2c1,-20.4,-3.7,6.9,3.8,-2.6,4.4,-13.6,10.8,-0.5,-3.5
COc1ccc(S(=O)(=O)Nc2cccc(F)c2C)cc1C(=O)N1CCOCC1,7.6,1.6,-1.4,-2.9,-1.4,-3.9,6.5,3.9,3.2,-6.0
O=C(CCCCCN1C(=O)c2cccc3cccc(c23)C1=O)NCc1cccnc1,-0.1,-2.1,4.5,-1.7,4.3,-11.4,.,-2.9,3.0,6.2
CCOc1nc(-c2ccccc2O)nc2ccccc12,-1.1,2.6,-1.8,-4.7,0.3,-19.3,-13.9,-0.5,6.9,2.0
O=C(NCCCn1ccnc1)C(=O)NCC(c1ccco1)N1CCN(c2ccc(F)cc2)CC1 (stereo unspecified),-9.4,-5.0,-4.8,1.5,7.1,-10.3,2.8,1.5,-3.8,-0.8
O=C(NNc1ncnc2c1cnn2-c1ccc(F)cc1)c1cccs1,2.0,2.8,7.0,-0.5,-0.3,7.8,6.0,-2.8,2.7,-3.7
C=C1SC(=Nc2ccccc2Cl)N(C(=O)c2sc3ccccc3c2Cl)C1(C)C,-0.1,-2.6,-0.1,-3.4,1.8,11.2,-28.3,-5.0,-2.9,2.1
N=c1n(CCO)c2ccccc2n1CCOc1ccc(Cl)cc1Cl,2.2,-4.3,13.8,-5.2,1.1,2.8,6.2,0.8,2.8,1.7
CSc1cccc(NC(=O)C2CCN(S(=O)(=O)c3ccc4c(c3)NC(=O)CO4)CC2)c1,-2.4,-2.6,3.6,-9.1,-1.9,4.2,-11.9,-8.3,3.0,2.9
O=S1(=O)c2ccccc2Nc2ccccc21,6.0,-1.3,10.5,6.8,-4.3,-22.3,0.8,0.0,-1.7,-1.8
CCCCc1nnc(NC(=O)c2oc3ccc(OC)cc3c2C)s1,-8.6,4.8,0.1,-3.4,-4.9,2.6,-0.1,-3.0,4.8,2.7
CCc1nc2ccc(C(=O)Nc3ccc(OC)c(OC)c3)cn2c1N(CC)Cc1cccc(Br)c1,-4.3,-3.5,3.5,7.0,-0.8,-18.5,.,-3.6,-1.9,-2.1
COc1ccc(OC(=O)c2cccnc2)cc1,-4.0,-3.4,0.6,-4.2,1.1,1.5,2.4,1.9,2.8,0.6
COc1cc(CC(=O)Nc2nc(-c3ccccc3)c(C(C)=O)s2)cc(OC)c1OC,-3.7,0.8,1.4,-8.5,1.1,17.3,-10.2,-5.5,3.9,0.4
O=C(O)C1CCN(C(=O)c2ccco2)CC1,3.8,-2.9,-0.9,6.2,1.0,9.4,4.2,4.2,1.7,2.5
CCOc1cccc(C(=O)Nc2ccccc2N2CCN(C(=O)C(C)C)CC2)c1,4.9,0.7,-7.7,-1.2,4.3,-10.0,-4.0,1.8,-0.6,2.5
Cc1cc(NC(=O)CSc2nc(C(C)C)nc3sc4c(c23)CCC(C)C4)no1 (stereo unspecified),2.8,0.1,2.7,-6.3,-4.3,-7.4,0.5,-0.3,-1.1,5.2
COc1ccc2[nH]c(=O)c(CN(C(=O)c3ccco3)C(C)C)cc2c1,-3.8,-3.9,-8.8,2.6,-1.2,8.2,6.7,-7.8,4.0,-1.1
COc1ccc2[nH]c3c(c2c1)CCN1C(=O)C(CC(=O)NCCCn2ccnc2)C[C@H](C(=O)N2CCOCC2)[C@@]31CCC1CCCC1 (stereo partly specified),10.3,1.2,2.7,7.0,-2.0,4.0,2.2,1.9,-1.0,-3.0
COC(=O)c1ccc(NC(=O)c2cc3sccc3n2C)cc1,-15.3,2.2,5.6,-14.1,-1.2,5.2,-42.1,-6.8,-1.7,6.5
COc1ccc(OCc2cc(C(=O)N3CCCCCC3)no2)c(Cl)c1,6.3,3.6,-7.3,-5.5,-2.2,-3.2,-8.1,-1.2,2.1,-15.8
COc1cccc(S(=O)(=O)N(C)C[C@H]2Oc3ncc(Br)cc3C(=O)N([C@@H](C)CO)C[C@@H]2C)c1,0.8,-1.3,1.3,-6.0,0.4,-4.1,-2.7,3.2,0.9,3.5
CCCC(c1nnnn1C(C)(C)C)N1CCN(c2ccccc2)CC1 (stereo unspecified),-1.9,-3.4,-8.7,5.0,4.0,-3.9,-1.3,0.0,-2.0,-2.8
CCN(CC)S(=O)(=O)c1ccc(C(=O)Nc2ccc(OCC(=O)N3CCOCC3)cc2)cc1,1.4,0.0,-4.0,-5.0,-0.9,-0.2,0.5,8.1,2.5,7.6
Oc1ccc(C[C@H]2CNC(=S)N2C[C@H]2CCCN2C[C@H](Cc2ccccc2)N2C[C@H](Cc3ccc(O)cc3)N(CC3CCCCCC3)C2=S)cc1,-11.5,-1.5,16.7,-33.3,-1.8,8.3,.,5.0,2.5,1.7
O=C(CCl)Nc1ccccc1Sc1ccccc1,-5.4,-1.9,-0.5,-2.4,0.5,-3.9,6.8,3.9,4.9,5.1
O=C(Oc1c(CN2CCOCC2)cc(Cl)c2cccnc12)c1cccs1,6.9,-4.3,0.4,8.7,2.0,-21.5,44.4*,-2.6,-3.9,-7.8
COc1cccc(NC(=O)CC(=O)c2ccccc2)c1,-87.0,0.9,8.4,-2.1,-0.6,0.0,-6.2,6.5,0.6,2.1
CCN(Cc1ccccc1)C(=O)CN1C(=O)NC(CC)(c2ccc(F)cc2)C1=O (stereo unspecified),-5.5,-0.9,-5.5,0.0,2.7,1.6,6.6,-3.4,-0.5,4.4
Cc1nc(-c2ccccc2)nc2[nH]c(-c3ccccc3)cc(=O)c12,-8.0,5.5,4.0,-10.3,0.9,0.5,-18.1,6.0,3.2,5.2
CCC(=O)Oc1ccc(C(=O)Nc2ccc3c(c2)C(=O)N(C2CCCCC2)C3=O)cc1,-4.1,-2.0,2.4,-41.0,-1.6,1.8,-8.0,-9.5,-5.3,-8.0
CCCCCCC(=O)N/N=C1\CCCc2ccccc21,-13.7,-0.8,-3.3,0.6,-0.9,-4.3,-3.8,1.1,0.8,11.3
Cn1c2c(c3ccccc31)CC/C2=N\O,-1.5,1.4,-0.7,6.7,0.5,3.4,-0.4,-2.6,5.6,-2.4
COc1ccc(C(C(=O)NCC2CCCO2)N(C(=O)CNC(=O)c2cccs2)c2ccc(C)cc2)cc1OC (stereo unspecified),1.0,-0.4,-3.9,-0.7,-2.4,10.3,-2.4,-1.9,1.0,0.3
Cc1cc(SCc2cccc([N+](=O)[O-])c2)nc(=O)[nH]1,3.3,-0.5,5.7,-3.0,1.0,-18.2,-0.3,-3.5,4.1,1.7
COc1cccc(-c2nc(CS(=O)(=O)CC(=O)Nc3cc(C)ccc3C)c(C)o2)c1,1.8,-2.6,1.1,-0.7,0.9,1.7,-5.2,-2.4,-1.8,-5.7
Cc1ccc(-n2ncc3c(=O)[nH]c(SCC(=O)N4CCCC4)nc32)cc1C,3.5,-5.9,2.2,8.0,0.6,1.3,-2.4,0.1,0.7,-2.4
OC(COc1ccc2cc(Br)ccc2c1)CN1CCN(c2ccccn2)CC1 (stereo unspecified),3.9,-3.2,-3.0,-4.6,0.4,1.8,-12.4,2.6,-1.7,-0.9
COc1ccc(-c2nc3ccccc3c(=O)n2CCCN2CCOCC2)cc1,-0.4,1.0,-11.2,-2.0,-3.1,-2.1,0.9,0.6,-2.0,-2.9
C=CCC1(C(=O)NCCO)CCN(C(=O)OC(C)(C)C)CC1,8.2,-2.1,-5.4,-9.8,-1.3,-1.5,9.3,2.6,-3.4,5.2
CC(C)[C@H](NS(=O)(=O)c1ccccc1)C(=O)OCC(=O)NC1CCCCC1,2.7,-1.1,-1.3,0.2,2.0,1.7,0.0,5.1,1.3,0.5
CNC(=O)NC(=S)NC(=O)c1ccccc1Cl,2.1,-0.2,-0.1,-2.9,-1.5,0.8,-5.3,1.2,-2.4,-0.4
Cc1n[nH]c(C)c1CCC(=O)N/N=C/C=C/c1ccccc1,2.1,-2.0,-5.6,-1.9,-3.1,8.3,4.9,-0.7,-2.7,-6.5

# Part of the list above in order of molar mass, highest first.
SMILES,ABHD4 inh,PRMT1 inh,rCAG RNA binder,SIAE primary,LEDGF integ inh,TDP2 inh,HTRA1 inhibitor,NPR2 activator,MBD2 inh,TCR CD3 inh
OC(COc1ccc2cc(Br)ccc2c1)CN1CCN(c2ccccn2)CC1 (stereo unspecified),3.9,-3.2,-3.0,-4.6,0.4,1.8,-12.4,2.6,-1.7,-0.9
COc1ccc(-c2nc3ccccc3c(=O)n2CCCN2CCOCC2)cc1,-0.4,1.0,-11.2,-2.0,-3.1,-2.1,0.9,0.6,-2.0,-2.9
C=CCC1(C(=O)NCCO)CCN(C(=O)OC(C)(C)C)CC1,8.2,-2.1,-5.4,-9.8,-1.3,-1.5,9.3,2.6,-3.4,5.2

# The listing continues.
SMILES,ABHD4 inh,PRMT1 inh,rCAG RNA binder,SIAE primary,LEDGF integ inh,TDP2 inh,HTRA1 inhibitor,NPR2 activator,MBD2 inh,TCR CD3 inh
O=C(NCCc1ccccn1)C(F)(F)C(F)(F)C(F)(F)C(F)(F)C(F)(F)C(F)F,-9.6,3.6,-4.4,1.7,1.5,-6.4,3.4,10.3,-3.6,-3.1
COc1ccc(NC(=O)COC(=O)c2ccc3c(c2)OCCO3)cc1OC,-6.5,-0.1,4.2,-6.8,-3.2,-4.1,0.8,5.7,-0.5,0.3
Cc1ccc(CNC(=O)CCC2CCCN(Cc3cccc4cccnc34)C2)o1 (stereo unspecified),6.3,0.8,-3.3,1.8,-3.6,2.5,-4.8,1.5,4.0,-6.4
O=C(Nc1ccc(OCc2ccccc2)cc1)c1ccccc1,-2.2,-3.2,-0.3,0.7,1.1,-5.0,14.9,-1.6,5.5,8.8
